Source: PubChem (Southern Research Specialized Biocontainment Screening Center)
H37Rv inhibition = M. tuberculosis growth inhibition, HTS (AID 449762). M. tuberculosis H37Rv growth inhibition, 7H9 media; higher % means a stronger effect. inhibition, % at 25 µM; hits with a dose series show IC50 in µM. 0.59% of 330,000 active; in the data active = a potency from the dose series; inconclusive = inhibition above about 70% without an active follow-up result;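 also: bacterial growth assessed after seven days of incubation; strong numbers were not always called active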
PhoP GFP inhibition = PhoP regulon inhibitors, Salmonella typhi PhoP promoter GFP reporter, confirmatory (AID 1850); Salmonella Typhi PhoP-promoter GFP reporter, fluorescence, 4 h; higher % means a stronger effect; one-dose inhibition, % at 50 µM; IC50 in µM for titrated hits; 0.33% of 310,000 active; in the data active = a potency from the dose series; inconclusive = inhibition mostly from about 25% at the one dose, without a potency; inactive = the rest, 99 in 100 with inhibition below about 19%;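 also: 0% = induced wells with vehicle and 100% = uninduced wells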
tuberculosis growth = growth inhibition of non-replicating M. tuberculosis (AID 488890); Mycobacterium tuberculosis non-replicating, growth inhibition; higher % means a stronger effect; inhibition, % at 25 µM, or IC50 in µM where a hit was titrated; 0.39% of 320,000 active; in the data active = a potency from the dose series; inconclusive = inhibition mostly from about 82% at the one dose, without a potency; inactive = the rest, 99 in 100 with inhibition below about 76%;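 also: plate controls were DMSO cells for no effect and high antibiotic wells for full effect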
VEEV TC-83 Vero = inhibitors of VEEV TC-83 cytopathic effect, confirmation, Vero cells (AID 588727) | inhibition, % at 20 µM, or IC50 in µM where a hit was titrated | Vero cells, VEEV TC-83 cytopathic effect inhibition; higher % means a stronger effect | 0.13% of 350,000 active; in the data active = a potency from the dose series; inconclusive = inhibition mostly from about 14% at the one dose, without a potency; inactive = the rest, 99 in 100 with inhibition below about 12%; also: strong numbers were not always called active
H1N1 NS1A inhibition = H1N1 influenza NS1A inhibitors, functional cell based assay (AID 504329); inhibition, % at 12.5 µM; hits with a dose series show IC50 in µM; NS1A functional cell-based assay, percent inhibition; higher % means a stronger effect; 0.3% of 340,000 active; in the data active = a potency from the dose series; inconclusive = inhibition above about 27% without an active follow-up result; also: strong numbers were not always called active
The depositor's hits bear a star; i = inactive; ? = inconclusive; . = no result given. Random draw from the library; about 1.5% have a hit in one of these screens.

1	CNC(=S)N(CCCN(C)C)Cc1cc2cc3c(cc2[nH]c1=O)OCCO3
2	Cn1nc(C(=O)NNC(=O)C2CSC3(C)CCC(=O)N23)c2ccccc2c1=O (stereo not given)
3	Cc1ccc(/C=C/C(=O)c2ccc(N3CCOCC3)cc2)s1
4	Clc1ccccc1CNCC1CCCO1 (stereo not given)
5	COC(=O)[C@@]1(C)[C@H]2C(=O)N(C)C(=O)[C@H]2[C@H]2CN=C(SCc3ccccc3)N21
6	CS(=O)(=O)N1CCc2cc(S(=O)(=O)N3CCCCC3)ccc21

Assay by compound,1,2,3,4,5,6
H37Rv inhibition,-7%,2%,44%,7%,.,1%
PhoP GFP inhibition,6%,3%,-4%,-5%,.,-2%
tuberculosis growth,-3%,-11%,12%,29%,.,2%
VEEV TC-83 Vero,i,5.3%,0.7%,i,0.6%,1.0%
H1N1 NS1A inhibition,4%,-6%,6%,-6%,-18%,4%

7	CN(C)CCN(CC1CCCN(Cc2ccccc2F)C1)C(=O)c1ccc(F)cc1 (stereo not given)
8	C[C@]12CC[C@H](O)CC1=CC[C@@H]1[C@@H]2CC[C@@]2(C)[C@H]1CC[C@]2(C)O
9	COc1cc(/C=C(/NC(=O)c2ccccc2Cl)C(=O)O)cc(OC)c1OC
10	COc1ccc(NC(=O)CC(C)c2ccccc2)c([N+](=O)[O-])c1 (stereo not given)
11	COc1ccc(N2CCN(CCNS(=O)(=O)c3cccc4nsnc34)CC2)cc1
12	CCn1c(-c2cc3ccccc3cc2O)n[nH]c1=S

Assay by compound,7,8,9,10,11,12
H37Rv inhibition,-1%,-6%,5%,5%,.,7%
PhoP GFP inhibition,0%,-11%,-1%,-9%,.,3%
tuberculosis growth,-3%,-10%,-11%,49%,.,-2%
VEEV TC-83 Vero,0.2%,.,0.7%,2.0%,1.1%,i
H1N1 NS1A inhibition,4%,.,-22%,7%,-6%,14%

13	CC(C)(C)OC(=O)N1CCC(c2c(C(=O)NC3CC3)cnn2-c2ccccc2)CC1
14	O=C(C1CCCCC1)N(Cc1nc2sc3c(c2c(=O)[nH]1)CCCC3)Cc1cccs1
15	C=CCSc1nnc(NC(=O)c2ccc(N3CCCC3=O)cc2)s1
16	Cc1cc(N2CCN(c3ncccn3)CC2)nc2c(C)cccc12
17	CC(C)(C)OC(=O)N1CCC[C@H]1c1nnc(SCc2ccccc2)o1
18	O=C(O)C1CCN(C(=O)COc2ccc3c4c(c(=O)oc3c2)CCCC4)CC1

Assay by compound,13,14,15,16,17,18
H37Rv inhibition,3%,5%,-1%,?,0%,3%
PhoP GFP inhibition,10%,-1%,.,-8%,-4%,6%
tuberculosis growth,19%,44%,-4%,11%,1%,-4%
VEEV TC-83 Vero,3.2%,3.0%,4.9%,0.1%,0.8%,1.1%
H1N1 NS1A inhibition,-1%,-4%,-14%,-23%,.,2%

19	CC(=O)Nc1ccc(NC(=O)C2CCCN2/C=C/C(=O)C(F)(F)F)cc1 (stereo not given)
20	COc1ccc(C(CNC(=O)c2cccc(S(=O)(=O)Nc3ccc(F)cc3)c2)N2CCCCC2)cc1 (stereo not given)
21	Nc1ccc(S(=O)(=O)Nc2cnc3c(Cl)cccc3n2)cc1
22	NNc1nc2sc3c(c2c(=O)n1C1CCCCC1)CCN(Cc1ccccc1)C3
23	NC(=O)C1C(c2ccccc2)=C1c1ccccc1
24	Cc1ccn2c(CNCC3OCCc4ccccc43)c(C(=O)N3CCCCCC3)nc2c1 (stereo not given)

Assay by compound,19,20,21,22,23,24
H37Rv inhibition,1%,.,.,7%,-10%,5%
PhoP GFP inhibition,3%,.,.,11%,5%,-3%
tuberculosis growth,-11%,.,.,22%,-1%,32%
VEEV TC-83 Vero,1.7%,i,0.1%,2.6%,0.4%,1.7%
H1N1 NS1A inhibition,-9%,1%,0%,-6%,-3%,-4%

25	CCNC(=S)Nc1cc(-c2ccc(Cl)cc2)[nH]n1
26	Cc1ccccc1OCC(=O)OCC(=O)NCCNC(=O)COC(=O)COc1ccccc1C
27	Clc1ccc2c(c1)-c1nnc(Br)n1-c1ccccc1S2
28	COCCNC(=S)N/N=C/c1ccc(-c2ccc([N+](=O)[O-])cc2)o1
29	CC(C)N1C(=O)/C(=C/C=C/c2ccco2)C(=O)N(Cc2ccco2)C1=O
30	CCSC1=NCCN1C(=O)C(C)(C)Oc1ccc(Cl)cc1

Assay by compound,25,26,27,28,29,30
H37Rv inhibition,2%,-10%,-8%,6%,3%,-11%
PhoP GFP inhibition,29%,5%,-4%,5%,1%,-1%
tuberculosis growth,?,6%,-3%,35%,?,17%
VEEV TC-83 Vero,4.9%,1.4%,5.9%,i,11%,4.0%
H1N1 NS1A inhibition,13%,11%,24%,1%,?,2%

31	CC1CN(CC(O)COc2ccc(C(=O)c3ccccc3)cc2)CC(C)O1 (stereo not given)
32	CCN(CC)S(=O)(=O)c1cc(C(=O)NC2CCCCC2)ccc1C
33	CCN(CC(=O)Nc1ccc(OC)cc1)CC(=O)Nc1ccc2c(c1)OCO2
34	COc1ccc2c(c1)CC/C(=C\c1ccc(OC)c(Cn3cccn3)c1)C2=O
35	O=C(CCNC(=O)c1ccc(Br)cc1)Nc1nccs1
36	COc1cc(C(=O)NC2=C(C#N)CCC2)cc(OC)c1OC

Assay by compound,31,32,33,34,35,36
H37Rv inhibition,5%,-1%,-6%,8%,-3%,2%
PhoP GFP inhibition,-1%,-7%,.,-3%,7%,-5%
tuberculosis growth,27%,16%,-1%,-3%,16%,5%
VEEV TC-83 Vero,0.9%,i,i,?,0.1%,1.6%
H1N1 NS1A inhibition,10%,-16%,0%,8%,-2%,-4%

Single records, as listed above. Values in the order: H37Rv inhibition, PhoP GFP inhibition, tuberculosis growth, VEEV TC-83 Vero, H1N1 NS1A inhibition
NC(=O)C1C(c2ccccc2)=C1c1ccccc1 is entered as -10%, 5%, -1%, 0.4%, -3%
CCNC(=S)Nc1cc(-c2ccc(Cl)cc2)[nH]n1 is entered as 2%, 29%, ?, 4.9%, 13%
CNC(=S)N(CCCN(C)C)Cc1cc2cc3c(cc2[nH]c1=O)OCCO3 is entered as -7%, 6%, -3%, i, 4%

The listing continues:
37	C=C1N2CCC(CC2)C1(O)c1ccc(C)cc1 (stereo not given)
38	COc1ccc2cc(CCNC(=O)CCc3ccccc3)c(=O)[nH]c2c1
39	Cc1c(C(=O)N2CCN(S(=O)(=O)c3cccs3)CC2)oc2ccc(F)cc12
40	Fc1ccc(Cn2nnc(-c3ccc(CN4CCOCC4)cc3)n2)cc1
41	COc1ccc(OC)c(-n2c(-c3cc(-c4ccco4)[nH]n3)n[nH]c2=S)c1
42	COCCN(C(=S)Nc1ccc(C)cc1C)C(C)c1ccco1 (stereo not given)

Assay by compound,37,38,39,40,41,42
H37Rv inhibition,8%,5%,2%,-8%,-5%,4%
PhoP GFP inhibition,-2%,6%,.,-4%,-8%,6%
tuberculosis growth,-6%,6%,4%,18%,-15%,0%
VEEV TC-83 Vero,i,1.6%,8.2%,1.1%,8.4%,0.4%
H1N1 NS1A inhibition,-1%,0%,-2%,17%,12%,8%

43	CCOC(=O)C(NCc1ccc(F)cc1)(NC(=O)c1ccccc1)C(F)(F)F (stereo not given)
44	CCCCN(C(=O)c1cccc(S(=O)(=O)N2CCCCC2)c1)C1CCS(=O)(=O)C1 (stereo not given)
45	Cc1nc2c(cc1NC(=O)C(C)(C)C)nc(C)n2Cc1ccccc1
46	CCN(CC(=O)Nc1c(F)cccc1F)C(=O)CNC(=O)COc1ccccc1
47	COc1ccc(S(=O)(=O)N(CC(=O)NCc2ccncc2)c2ccc(C)cc2)cc1Br
48	O=C(Nc1cccc2nsnc12)c1ccc(F)cc1

Assay by compound,43,44,45,46,47,48
H37Rv inhibition,7%,10%,-8%,2%,5%,0%
PhoP GFP inhibition,-3%,-18%,-2%,-1%,9%,-4%
tuberculosis growth,-4%,-4%,-3%,-10%,3%,71%
VEEV TC-83 Vero,i,1.6%,0.5%,0.2%,2.2%,3.1%
H1N1 NS1A inhibition,3%,-8%,-9%,4%,-12%,-6%

49	CN(Cc1nc2ccccc2c(=O)[nH]1)CC(O)COCc1ccco1 (stereo not given)
50	CCN(c1ccccc1)S(=O)(=O)c1ccc(Cl)c(C(=O)NC2CCN(Cc3ccccc3)CC2)c1
51	CCC1Oc2ccc(C)cc2N(CC(=O)NCCc2ccc(OC)c(OC)c2)C1=O (stereo not given)
52	COc1ccc(-n2c(=S)[nH]c3cc(C(=O)NCCCN4CCOCC4)ccc3c2=O)cc1
53	CC(=O)c1cccc(NC(=O)CCS(=O)(=O)c2cc3c(cc2C)NC(=O)CO3)c1
54	CN1C(=O)NC(c2ccccc2[N+](=O)[O-])C2=C1CCCC2=O (stereo not given)

Assay by compound,49,50,51,52,53,54
H37Rv inhibition,1%,.,4%,2%,9%,2%
PhoP GFP inhibition,-1%,.,.,9%,-30%,-119%
tuberculosis growth,-8%,.,.,2%,9%,4%
VEEV TC-83 Vero,0.3%,5.9%,i,0.7%,1.9%,i
H1N1 NS1A inhibition,9%,-8%,3%,5%,5%,5%

Taken from above.
#20 in H1N1 NS1A inhibition is listed with 1%
#41 in H1N1 NS1A inhibition is listed with 12%
#6 in VEEV TC-83 Vero is listed with 1.0%

Continued:
55	CCCC[n+]1c(C)sc2cc(OC)ccc21
56	CCN(CC(=O)NCc1ccc(F)cc1)C(=O)c1ccc(COc2ccccc2)cc1
57	O=C(Nc1c(Cl)cc2c(c1Cl)Cc1cc([N+](=O)[O-])ccc1-2)C(Cl)Cl
58	Cc1cc(C)c2nc(NCc3ccccc3O)sc2c1
59	COc1ccc(CCNC(=O)C(=O)NCC2OCCN2C(=O)c2ccc(Cl)cc2)cc1OC (stereo not given)
60	Cn1cc(Br)c(C(=O)NNC(=O)c2ccc(Br)cc2)n1

Assay by compound,55,56,57,58,59,60
H37Rv inhibition,1%,0%,.,3%,-3%,-6%
PhoP GFP inhibition,-12%,9%,.,-15%,-3%,-7%
tuberculosis growth,25%,35%,.,-4%,14%,14%
VEEV TC-83 Vero,i,1.9%,1.0%,i,5.5%,1.8%
H1N1 NS1A inhibition,4%,8%,8%,-21%,-13%,-1%

61	Cc1ccc2cc(C#N)c(N3CCCN(S(=O)(=O)c4ccccc4)CC3)nc2c1C
62	Cc1ccc(C(C)NC(=O)c2cccs2)cc1C (stereo not given)
63	Cc1ccc(S(=O)(=O)Nc2cccc(-c3ccc(N4CCCCCC4)nn3)c2)cc1C
64	O=C(NCc1ccco1)c1cccn2c(=O)c3c4c(sc3nc12)CCCC4
65	CC(CNC(=O)COC(=O)c1cccnc1Cl)c1ccccc1 (stereo not given)
66	CC(=O)NCCC(=O)Nc1cc(S(=O)(=O)N2CCOCC2)ccc1N1CCCC1

Assay by compound,61,62,63,64,65,66
H37Rv inhibition,2%,-3%,0%,14%,.,-4%
PhoP GFP inhibition,1%,-2%,-28%,-6%,.,6%
tuberculosis growth,0%,62%,29%,16%,.,-11%
VEEV TC-83 Vero,i,0.9%,1.9%,4.5%,0.9%,1.2%
H1N1 NS1A inhibition,-6%,10%,16%,-8%,4%,-1%

67	COc1cccc(CNC(=O)c2cccc(S(=O)(=O)N3CCN(C)CC3)c2)c1
68	Cc1ccc(S(=O)(=O)Nc2ccc(C(N)=O)cc2)cc1[N+](=O)[O-]
69	N#CC1=C(N)Oc2cc3ccccc3cc2C1c1cccs1 (stereo not given)
70	CC(=NC(C)C)C1=C(O)CCC1=O
71	O=C(O)CCSC(=S)N1CCOCC1
72	Cc1ccc(N(CC(=O)N/N=C/c2ccc(OC3CSC3)cc2)S(=O)(=O)c2ccccc2)cc1

Assay by compound,67,68,69,70,71,72
H37Rv inhibition,-16%,-2%,-11%,-7%,-3%,?
PhoP GFP inhibition,-8%,12%,-3%,-3%,4%,0%
tuberculosis growth,1%,-9%,-8%,-3%,-12%,5%
VEEV TC-83 Vero,9.8%,1.1%,i,1.1%,2.0%,i
H1N1 NS1A inhibition,-8%,-13%,-3%,9%,-17%,-9%

73	CC(=O)Oc1cc2oc(=O)c3c(c2cc1Cl)CCC3
74	CCn1c(=N)n(CC(O)c2ccco2)c2ccccc21 (stereo not given)
75	CCOC(=O)c1ccccc1NC(=O)COC(=O)C(CCSC)NC(=O)COc1ccccc1 (stereo not given)
76	O=C(Oc1ccc(-c2cnc3ccccc3n2)cc1)c1ccc(Br)o1
77	CCOC(=O)c1oc2ccccc2c1NC(=O)COc1cccc(OC)c1
78	COc1cccc(-c2nc(CS(=O)CC(=O)NCc3ccccc3)c(C)o2)c1 (stereo not given)

Assay by compound,73,74,75,76,77,78
H37Rv inhibition,-19%,-4%,3%,65%,-7%,-8%
PhoP GFP inhibition,-16%,2%,-4%,-4%,-2%,3%
tuberculosis growth,5%,7%,-2%,?,-3%,2%
VEEV TC-83 Vero,1.5%,i,3.0%,0.8%,3.2%,0.8%
H1N1 NS1A inhibition,6%,2%,-5%,4%,-5%,-5%
